High-throughput results deposited in PubChem by National Center for Advancing Translational Sciences (NCATS).
RXFP1 antagonist: qHTS Assay for Antagonists of the Relaxin Receptor RXFP1; activity change, negative = inhibition, % at 57.5 µM; actives 0.59% (n = 350,000); HEK293-RXFP1, relaxin-stimulated cAMP HTRF, 30 min; active compounds read low;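 active means activity change of -60% or lower, but not beyond a set lower limit; inconclusive means change between -60% and -40%, or beyond the set limit; inactive means change above -40%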; further: on the % scale 0 is the no-effect control and ±100 the full control effect
POLH inh: qHTS for Inhibitors of Polymerase Eta; actives 1.2% (n = 390,000); Potency, µM (top dose mostly 114 µM), inactives show top-dose activity change, negative = inhibition, most hits filed as inhibitors; recombinant Pol eta, fluorescent DNA replication assay; further: potency means the concentration at half of the fitted maximal effect; on the % scale 0 is the no-effect control and ±100 the full control effect
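Fluorescent replication assay: 50 nM final substrate added after a 15 min room-temperature compound preincubation with 10 nM enzyme. Signal taken at 0 min and again at 10 min.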
BLM helicase inh: qHTS Assay for Inhibitors of Bloom's syndrome helicase (BLM) | RecQ-like DNA helicase BLM (Homo sapiens), P54132 | recombinant BLM DNA unwinding, fluorescence dequenching | Potency, µM (titrated, usually from 56.1 µM), inactives show at the highest dose activity change, negative = inhibition, actives largely listed as inhibitors | actives 0.2% (n = 350,000);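 further: potency means the concentration at half of the fitted maximal effect; plate controls were vehicle for no effect and no enzyme for full effect; nearly all actives have a fitted effect of over 35% in size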
POLK inh: qHTS for Inhibitors of Polymerase Kappa | DNA polymerase kappa (Homo sapiens), Q9UBT6 | purified Pol kappa, fluorescent DNA synthesis assay, 10 min | Potency, µM (top dose mostly 107 µM), inactives show top-dose activity, negative = inhibition, hits mostly inhibitors | actives 0.53% (n = 400,000); further: potency means the concentration at half of the fitted maximal effect; on the % scale 0 is the no-effect control and ±100 the full control effect
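Kinetic fluorescence screen: compound preincubated 15 min RT with 10 nM enzyme; 50 nM substrate (final) initiates; reads at 0/10 min.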
APE1 inh: qHTS Assay for Inhibitors of the Human Apurinic/apyrimidinic Endonuclease 1 (APE1); recombinant APE1, TAMRA/BHQ-2 abasic DNA cleavage fluorescence; Potency, µM (doses to about 65.8 µM), without a hit: at the highest dose activity change, negative = inhibition, most hits filed as inhibitors; actives 0.35% (n = 350,000); DNA repair nuclease/redox regulator APEX1 (Homo sapiens), P27695;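 further: potency means the concentration at half of the fitted maximal effect; plate controls were vehicle for no effect and reference inhibitor for full effect; nearly all actives have a fitted effect of over 55% in size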
Target sequence (P27695 whole entry, looked up): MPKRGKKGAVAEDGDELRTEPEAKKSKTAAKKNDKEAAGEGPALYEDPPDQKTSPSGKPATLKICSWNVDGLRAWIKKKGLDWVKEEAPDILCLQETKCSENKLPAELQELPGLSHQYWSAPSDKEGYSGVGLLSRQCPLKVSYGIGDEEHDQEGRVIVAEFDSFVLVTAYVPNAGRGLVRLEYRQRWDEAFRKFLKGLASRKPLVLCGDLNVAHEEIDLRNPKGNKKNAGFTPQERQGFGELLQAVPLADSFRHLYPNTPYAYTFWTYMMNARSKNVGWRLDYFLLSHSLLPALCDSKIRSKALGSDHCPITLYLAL
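Endonuclease cleavage of a quenched abasic-site DNA duplex (50 nM) by APE1 (0.75 nM) was tracked by TAMRA dequenching. Compounds were preincubated with enzyme 15 min at room temperature; data normalized to buffer-only and DMSO wells plus NSC13755 control.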
Anesthetic bind: qHTS Assay for Identification of Novel General Anesthetics. Ferritin light chain (Equus caballus), P02791. apoferritin/1-aminoanthracene competitive binding, fluorescence. Potency, µM (titrated, usually from 77.5 µM), for inactives: at the highest dose activity change, negative = displacement, usual class: inhibitors. actives 0.074% (n = 350,000). AID 485281, 2010; further: potency means the concentration at half of the fitted maximal effect; on the % scale 0 is the no-effect control and ±100 the full control effect; nearly all actives have a fitted effect of over 20% in size
Target sequence (P02791 2-175 limits assumed): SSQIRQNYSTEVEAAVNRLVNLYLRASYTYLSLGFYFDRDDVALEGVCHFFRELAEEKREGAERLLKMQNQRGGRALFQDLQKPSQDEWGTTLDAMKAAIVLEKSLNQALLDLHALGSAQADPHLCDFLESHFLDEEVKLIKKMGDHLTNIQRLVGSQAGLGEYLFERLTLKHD
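In PBS, apoferritin at 10 uM is loaded with 1-AMA from a 50% saturated solution. After 10 min of compound exposure at ambient temperature, reduced 535 nm fluorescence indicates probe displacement.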
POLI inh: qHTS for Inhibitors of Polymerase Iota. DNA polymerase iota (Homo sapiens), Q9UNA4. Pol iota fluorescent replication assay, 10 min. Potency, µM (series often up to 115 µM), inactives show at the top dose activity, negative = inhibition, actives largely listed as inhibitors. actives 1% (n = 390,000); further: potency means the concentration at half of the fitted maximal effect
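Fluorescent replication assay read twice, at 0 min and 10 min after adding 50 nM (final) substrate. Enzyme (10 nM) and compounds were first incubated 15 min at room temperature; enzyme-free buffer wells were negative controls.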
Pol beta inh: qHTS Assay for Inhibitors of DNA Polymerase Beta | Potency, µM (top dose mostly 114 µM), inactives show at the top dose activity change, negative = inhibition, most hits filed as inhibitors | Pol beta primer extension/strand displacement, fluorescence kinetic | P06746 | actives 1.3% (n = 340,000) | AID 485314, 2010; further: potency means the concentration at half of the fitted maximal effect; on the % scale 0 is the no-effect control and ±100 the full control effect
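Homogeneous kinetic assay of primer extension and strand displacement by 10 nM Pol beta, preincubated 15 min at room temperature with compound before 50 nM substrate (final) was added. Read at 0 and 10 min; four-parameter Hill fit.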
Tb PGK inh: qHTS Assay to Find Inhibitors of Phosphoglycerate Kinase; Phosphoglycerate kinase, glycosomal (Trypanosoma brucei brucei), P07378; PGK/GAPDH coupled, Kinase-Glo luminescence, 60 min; Potency, µM (titrated, usually from 57.5 µM), for inactives: at the highest dose activity change, negative = inhibition, usual class: inhibitors; actives 0.043% (n = 380,000); further: potency means the concentration at half of the fitted maximal effect; on the % scale 0 is the no-effect control and ±100 the full control effect; nearly all actives have a fitted effect of over 60% in size
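Recombinant glycosomal PGK reaction used 1,3-bisphosphoglycerate generated in-well by GAPDH (100nM final) in 100mM TEA pH 7.6, 5mM MgCl2, 0.01% Tween-20. After 60 minutes at room temperature, ATP was read by Kinase-Glo Plus luminescence end-point.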
The depositor's hits bear a star; i = inactive; ? = inconclusive; nt = not tested or not shown; & = joins results of further samples; [ ] = another dose, or the depositor's remark. Unless noted, the call rests on the fitted dose curve; in most records, active means well fitted curve in the direction sought with a large enough effect; inconclusive means small, poorly fitted or top-dose-only effect, or another doubt; inactive means no such curve, though single readings can be large; an effect the other way counts as inactive or inconclusive. Only part of the results is shown; rates above refer to the full screens.

Sample of the layout:
SMILES	RXFP1 antagonist	POLH inh	BLM helicase inh	POLK inh	APE1 inh	Anesthetic bind	POLI inh	Pol beta inh	Tb PGK inh
CCOc1ccc(C2C(=O)N(C3CCCCC3)CC(=O)N2Cc2ccccc2OC)cc1OC (stereo not given)	1	-6%	0%	-1%[60.1 µM]	nt	-12%	-3%	?	-7%
NS(=O)(=O)c1ccc(CCNC(=O)CNS(=O)(=O)c2cccc(Br)c2)cc1	-16	-23%	-15%	-5%	3%	-4%	217%[activator]	8%	-4%

Results, repeating the preview:
SMILES	RXFP1 antagonist	POLH inh	BLM helicase inh	POLK inh	APE1 inh	Anesthetic bind	POLI inh	Pol beta inh	Tb PGK inh
CCOc1ccc(C2C(=O)N(C3CCCCC3)CC(=O)N2Cc2ccccc2OC)cc1OC (stereo not given)	1	-6%	0%	-1%[60.1 µM]	nt	-12%	-3%	?	-7%
NS(=O)(=O)c1ccc(CCNC(=O)CNS(=O)(=O)c2cccc(Br)c2)cc1	-16	-23%	-15%	-5%	3%	-4%	217%[activator]	8%	-4%
O=C(NCC(=O)N1CCN(c2ccccn2)CC1)c1ccc(Br)o1	-8	-17%	0%	0%	51%[activator]	0%	19%	-10%	6%
CCn1c(SCC(=O)Nc2cc(C)on2)nc2c([nH]c3ccccc32)c1=O	-18	-12%	-3%	0%	56%[activator]	-5%	1%	11%	-10%
O=c1[nH]n(Cc2ccccc2)c2ccccc12	?	-4%	-2%	-8%	10%	-8%	-4%	13%	-1%
Cc1ccc(-n2nc(C(=O)N3CCN(c4cc(C)ccc4C)CC3)c3c4ccccc4n(C)c3c2=O)cc1	-4	nt	-3%	-10%	nt	4%	6%	11%	nt
CCN(CC(=O)Nc1ccc(NC(C)=O)cc1)Cc1c(O)ccc2cc(Br)ccc12	5	-24%	-7%	-13%	5%	-9%	45%[activator]	-1%	2%
COc1cccc(CNC(=O)N2CCN(c3ccccc3C)CC2)c1	1	5%	-4%	-11%	5%[12.4 µM]	-20%	-2%	-10%	9%
COc1ccc(CN(C(=O)CSc2nnc(-c3c[nH]c4ccccc34)o2)c2ccc(F)cc2)cc1OC	-16	-21%	-5%	-2%	-9%	-11%	-1%	?	i
COc1cccc2cc(-c3nc4ccccc4o3)c(=O)oc12	-8	-2%	-6%	-9%	8%	-2%	5%	15%	-5%
O=C(COc1ccc2c(c1)oc(=O)c1ccccc12)NCCCN1CCOCC1	-3	-18%	6%	-9%	-5%	-6%	?	20%	-9%
CC1CN(C(=O)COC(=O)c2cc(Cl)ccc2Cl)CC(C)O1 (stereo not given)	-33	7%	-3%	-13%	?	-5%	80%[activator]	0%	4%
COc1ccc(-c2cc(=O)c3ccccc3o2)cc1	13	11%	7%&3%	-6%[60.1 µM]	11%&-6%	-6%&-4%	-7%	4%	-9%
COc1ccc2cc(C(=O)NCCCN3CCCC3=O)[nH]c2c1	3	5%	0%	-12%	19%	0%	-3%	17%	-2%
CN(C)/C=C(\C#N)C(=O)N/N=C(\CC(=O)C(F)(F)F)c1ccco1	-8	-17%	-2%	-2%	-11%	-9%	128%[activator]	-20%	-6%
Cc1ccc(S(=O)(=O)c2c(C)nn(-c3ccccc3)c2OC(=O)c2ccco2)cc1	8	-7%	2%	-5%	7%	-10%	2%	1%	i
Cc1ccc(NS(=O)(=O)c2cc(NC(=O)c3ccc4c(c3)NC(=O)CS4)ccc2Cl)c(C)c1	5	-7%	-14%	-22%[60.1 µM]	-3%	?	2%	9%	5%
Cc1ccc(OCC(=O)N/N=C/c2ccco2)cc1	4	0%	0%	-9%	26%	-21%	12%	1%	nt
COC(=O)c1cc(S(=O)(=O)N(C)c2ccc(C)c(C)c2)c[nH]1	4	-11%	-4%	-3%	-11%	-10%	9%	17%	-4%
O=S(=O)(N/N=C\c1ccc2c(c1)OCO2)c1ccc(Cl)cc1	-3	-15%	-5%	0%	-4%	-7%	0%	10%	-2%
CC(=O)c1ccc(S(=O)(=O)N2CCN(C(=O)c3ccc(-n4nc(C)c(Cl)c4C)cc3)CC2)cc1	7	-12%	nt	-2%	-18%	nt	-17%	nt	-3%
CCOc1ccc(NC(=O)c2cccc3c2C(=O)N(Cc2cccnc2)C3)cc1	4	?	0%	-1%	-5%	-11%	-2%	-29%	5%
O=C(Nc1ccccc1-c1nc2ccccc2s1)c1ccc(F)cc1	-6	-10%	-13%	9%	nt	-5%	19%	10%	-5%
C/C(=N\NC(=S)NC1CCCCC1)c1cccc(C(F)(F)F)c1	19	-16%	-4%	-11%	-1%	6%	-18%	1%	8%
O=C(CSc1ccccn1)C12CC3CC(CC(C3)C1)C2	-2	-14%	-6%	-8%	-5%	?	34%[activator]	33%	0%
CC(C)Cc1nc(SCC(=O)N2CCCCC2)c2c(=O)n(C)c(=O)n(C)c2n1	-17	-6%	0%	7%	0%	-17%	49%[activator]	0%	i
Cc1nn(-c2ccccc2)c2sc(C(=O)NNC(=O)COc3cccc4ccccc34)cc12	-24	-2%	-7%	6%	2%	-10%	1%	0%	i
COc1ccc(CN(C)C(=O)CCN2C(=O)c3ccccc3C2=O)c(OC)c1OC	-14	-11%	0%	2%	52%[activator]	-13%	-8%	21%	-2%
CC(C)Oc1cccc(NC(=O)c2cnccc2C(F)(F)F)c1	-6	2%	-2%	9%	1%	-14%	19%	15%	-7%
Cc1ccc(Cl)cc1NC(=O)Cn1cc(C(F)(F)F)cc(Cl)c1=O	-6	-14%	-2%	-3%	12%	1%	-3%	-2%	i
COc1ccc(Nc2nc(C)nc3c2nnn3Cc2ccccc2Cl)c(OC)c1	-1	-4%	-10%	7%	27%	-16%	34%[activator]	-18%	i
CCN1CCN(C2CCCCC2NS(=O)(=O)c2ccc(Cl)cc2)CC1 (stereo not given)	15	2%	-3%	-8%	2%	2%	5%	10%	2%
Cc1cccc(NC(=O)CCCC(=O)OC(C)C(=O)c2ccccc2)c1 (stereo not given)	-1	-16%	-4%	1%	-9%	?	33%[activator]	38%	-7%
COc1cc2c(cc1OC)C1(O)C(=O)c3ccc(O)c(C(=O)O)c3OC1CO2 (stereo not given)	nt	nt	6%	?	-5%	-1%	nt	nt	nt
Cc1ccc(NC(=O)c2ccc(-n3cccn3)c([N+](=O)[O-])c2)cc1	-8	-6%	-6%	0%	-3%	-22%	-2%	0%	-4%
O=C(OCc1cc(Cl)ccc1OC(F)F)c1cc(S(=O)(=O)O)ccc1O	nt	nt	2%	nt	-2%	-14%	nt	10%	nt
Cc1nc2cccnc2n1C1CCN(C(=O)Nc2ccccc2)CC1	-6	-5%	0%	-7%[60.1 µM]	nt	5%	10%	23%	13%
CC(C)(C)c1ccc(C(=O)NCC(=O)OCC(=O)N2CCN(S(=O)(=O)c3ccc(Cl)cc3)CC2)cc1	-17	-7%	nt	-3%	8%	nt	15%	nt	-2%
O=C(Cn1c(=O)oc2cc(S(=O)(=O)NCc3ccccc3)ccc21)NCc1ccc(F)cc1	nt	-17%	-9%	1%	nt	5%	22%	56µM*	6%
O=C1N=c2ccccc2=C1c1[nH]c(=S)[nH]c1O	-13	-14%	-8%	-2%	?	-2%	-28%	?	i
C=CCn1c(=N)c(C(=O)OCC)cc2c(=O)n3cc(C)ccc3nc21	nt	nt	1%	nt	0%	70%[activator]	nt	8%	nt
NC(CCC(=O)O)C12CC3CC(CC(C3)C1)C2 (stereo not given)	9	-5%	-4%	-9%	21%	-17%	-17%	11%	8%
COc1ccccc1N(CC(O)Cn1ccnc1C)S(=O)(=O)c1ccccc1 (stereo not given)	4	8%	-4%	-3%	-7%	-8%	14%	28%	-2%
O=C(NCC1CCCO1)NC12CC3CC(CC(C3)C1)C2 (stereo not given)	-9	12%	-2%	-1%	-3%	-21%	0%	2%	nt
Cc1ccc(CCNS(=O)(=O)c2ccc3c(c2)NC(=O)CCS3)cc1	4	-10%	-4%	-19%	-12%	-17%	0%	48%	-8%
CCOc1ccccc1NC(=O)Cn1c(=O)n(CCCCC(=O)NCCCOC)c(=O)c2ccccc21	nt	-7%	5%	1%	nt	3%	-8%	-2%	-6%
CCn1c(SCC(=O)Nc2nccs2)nnc1-c1ccc(S(=O)(=O)N2CCCCC2)cc1	-10	-5%	0%	-3%	3%	-21%	10%	-16%	-2%
CCCCn1c(CNC(=O)C23CC4CC(CC(C4)C2)C3)nnc1SCC(=O)Nc1ccc(F)cc1	nt	-11%	-7%	-8%	nt	?	16%	0%	-8%
C=CCN1C(=O)c2ccccc2Sc2ccc(C(=O)N3CCN(C)CC3)cc21	nt	-20%	-1%	-13%	16%	-6%	23%	34%	4%
C[C@H]1CN([C@@H](C)CO)C(=O)c2cccc(NC(=O)C3CC3)c2O[C@H]1CN(C)Cc1ccc(-c2ccccc2)cc1	nt	-14%	nt	-15%	-9%	nt	-7%	nt	11%
CCc1nc2ccc(C(=O)Nc3ccc(NC(C)=O)cc3)cc2nc1CC	nt	1%	-11%	0%	18%	-1%	13%	25%	-1%
O=C(Nc1ccc(N2CCOCC2)cc1)c1cccc(S(=O)(=O)N2CCCC2)c1	-3	-20%	-3%	-2%	19%	-11%	9%[58.9 µM]	13%	1%
CN(C)c1ccc(N2CC(C)(C)C2=O)cc1	-12	-10%	-1%	5%	-3%	8%	72%[activator]	6%	i
CNNC(=O)C(C)NC(=O)c1ccc(Br)cc1 (stereo not given)	18	-11%	2%	0%	-3%	-5%	23%	7%	-4%
COc1cccc(N(C(=O)c2sc(C)nc2C)C(C(=O)NCC2CCCO2)c2ccccc2)c1 (stereo not given)	-1	-23%	0%	0%	11%	-2%	152%[activator]	26%	-7%
